# Tat export inh – E. coli Tat transport inhibition; inhibition, % at 10 µM; 0.036% of 340,000 active; E. coli MC4100 TorA-mCherry Tat export, fluorescence;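 active = mean replicate inhibition at least 50% and at least half of replicates individually reaching 50%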;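 note: exported cargo escapes ClpAP degradation while cytoplasmic cargo is degraded and loses fluorescence; 0% = median of neutral control wells and 100% = median of NaSCN control wells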
# RTF Ca sens act – increases calcium sensitivity of human cardiac regulated thin filaments; P19429+P45379; IANBD-labeled TnC RTF fluorescence at EC20 calcium; 0% EC20 calcium, 100% full calcium; activation, % at 7.2 µM; 0.24% of 340,000 active; AID 493008;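 active = activation above the mean over all tested compounds plus 3 SD, cut at about 30% in these data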;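 note: rise in fluorescence read as greater calcium sensitivity of cardiac thin filaments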
# Rtt109 Vps75 – blocks Candida albicans Rtt109/Vps75 acetyltransferase activity; Q5AAJ8; purified Rtt109/Vps75, ThioGlo CoA-SH fluorescence, 4 h; inhibition, % at 34.9 µM; 0.16% of 330,000 active;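 active = inhibition of at least 50% in every replicate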
# Target sequence (Q5AAJ8 whole entry, looked up): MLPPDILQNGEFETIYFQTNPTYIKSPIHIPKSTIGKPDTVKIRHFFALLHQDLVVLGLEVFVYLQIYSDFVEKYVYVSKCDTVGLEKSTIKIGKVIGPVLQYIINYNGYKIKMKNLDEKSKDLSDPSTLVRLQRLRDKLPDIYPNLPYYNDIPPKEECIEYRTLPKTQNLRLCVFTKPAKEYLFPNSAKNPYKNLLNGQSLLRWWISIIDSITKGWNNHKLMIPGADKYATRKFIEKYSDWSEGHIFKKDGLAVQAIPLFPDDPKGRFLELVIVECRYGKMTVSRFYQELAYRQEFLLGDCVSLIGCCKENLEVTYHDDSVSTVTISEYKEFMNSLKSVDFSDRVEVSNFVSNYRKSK
# CAL PDZ FP-1 – human CAL PDZ-peptide interaction inhibition; Q9HD26; purified CAL PDZ, TMR-peptide fluorescence polarization, 1 h; inhibition, % at 20 µM; 0.02% of 330,000 active; AID 504414;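 active = highest replicate inhibition of at least 40%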;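 note: plate controls were DMSO neutral control wells for no effect and unlabeled competitor peptide control wells for full effect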
#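 material = purified tagged CAL PDZ domain construct (CerCALP) | buffer or medium = sodium phosphate/NaCl buffer pH 7.4 with TCEP, IgG, Thesit | reagent = TMR-labelled reporter peptide T*-PRC34 bound in PDZ groove | incubation = 1 h room-temperature incubation prior to read | measured by = fluorescence polarization (mP) | evaluation = percent inhibition from loss of millipolarization | control set = unlabelled peptide and DMSO controls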
# MITF TRPM1 HTS – activators of MITF-driven TRPM1 promoter activity in SK-MEL-5 cells; 0.75% of 300,000 active; AID 588334; SK-MEL-5 TRPM1-promoter luciferase, 24 h; % of positive control, neutral wells = 0; activation, % at 12.5 µM;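 active = mean activation of at least 80% with every replicate also reaching 80%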;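 note: 0% = neutral control wells and 100% = parthenolide positive control wells; values of inactives mirror those of a sister screen read the other way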
# CAL PDZ FP-2 – blocks peptide binding to the human CAL PDZ domain; purified CAL PDZ, TMR-peptide fluorescence polarization, 1 h; Q9HD26; AID 602252; 0.92% of 300,000 active; inhibition, % at 24.9 µM;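 active = mean inhibition of at least 30% with at least half of replicates also reaching 30%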;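 note: 0% = DMSO neutral control and 100% = excess unlabeled competitor peptide PRC23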
# dFosB activator – enhances mouse delta FosB homodimer DNA binding; P13346; purified delta FosB, TAMRA-CDK5 oligo fluorescence polarization; percent of positive-control signal above neutral wells; activation, % at 25 µM; 0.99% of 340,000 active; AID 493131;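 active = mean activation above about 17%, with every replicate also reaching it, limit read from the data, passing the limit was not always enough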;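 note: fluorescence polarization rise as delta FosB binds a TAMRA Cdk5 AP-1 oligo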
# CDK5 p35 inh – blocks human CDK5/p35 kinase activity | AID 488839 | Q00535+Q15078 | 0.01% of 330,000 active | Recombinant CDK5/p35, ADP-Glo luminescence, 60 min | inhibition, % at 10 µM;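 active = highest replicate inhibition of at least 50% and at least 75% of replicates reaching 50%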;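 note: plate controls were DMSO neutral control for no effect and GW8510 at 10 µM for full effect; many of its hits are not listed in these tables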
# Target sequence (Q00535 whole entry, looked up): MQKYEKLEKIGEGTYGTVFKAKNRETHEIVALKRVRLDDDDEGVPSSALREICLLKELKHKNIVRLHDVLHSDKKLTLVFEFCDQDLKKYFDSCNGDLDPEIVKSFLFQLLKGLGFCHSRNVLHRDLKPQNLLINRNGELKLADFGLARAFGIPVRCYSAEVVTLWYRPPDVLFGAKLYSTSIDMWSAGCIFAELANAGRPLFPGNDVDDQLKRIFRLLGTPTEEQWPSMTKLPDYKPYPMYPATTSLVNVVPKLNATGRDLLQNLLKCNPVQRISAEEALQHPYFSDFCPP
# Target sequence (Q15078 whole entry, looked up): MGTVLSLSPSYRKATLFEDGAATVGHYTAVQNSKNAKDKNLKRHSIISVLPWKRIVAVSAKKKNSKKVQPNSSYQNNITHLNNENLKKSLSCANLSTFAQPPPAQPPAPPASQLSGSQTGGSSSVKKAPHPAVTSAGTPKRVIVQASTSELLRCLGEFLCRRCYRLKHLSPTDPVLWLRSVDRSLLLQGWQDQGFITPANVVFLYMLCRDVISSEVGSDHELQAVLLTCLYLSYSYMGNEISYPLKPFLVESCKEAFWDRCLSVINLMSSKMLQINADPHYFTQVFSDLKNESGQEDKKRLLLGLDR
# Wnt act – activates Wnt/beta-catenin signaling in a reporter cell assay. activator, plate reader. activation, % at 9.35 µM. AID 743398. 1.2% of 300,000 active; in the data active = activation above about 30%, passing the limit was not always enough;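 note: 0% = neutral control wells and 100% = positive control wells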
# V-ATPase pH – yeast V-ATPase proton transport regulation by pHLuorin | S. cerevisiae, pHLuorin cytosolic pH fluorescence | response, % at 10 µM | AID 504577 | 0.37% of 350,000 active; in the data active = response mostly above about 7.3%, no sharp cut-off; inactive = mostly below about 5.4%; note: actives read high; inactives centre near 0; some compounds called inactive have numbers as strong as hits
# * = called active by the depositor; i = inactive; x = no result given; & = joins results of further samples. Rows were taken by chance; about 4.1% have a hit in one of these screens.
SMILES,Tat export inh,RTF Ca sens act,Rtt109 Vps75,CAL PDZ FP-1,MITF TRPM1 HTS,CAL PDZ FP-2,dFosB activator,CDK5 p35 inh,Wnt act,V-ATPase pH
CC(C)Cn1c(O)c2ccc(C(=O)N=NC(=O)c3cccnc3)cc2c1O,-2,-2,14,0.7,5,-6,-4,-1.7,x,-3
Cn1c(SC/C=C/c2ccccc2)nnc1-c1cnccn1,-4,3,-11,-0.1,-7,1,10,-1.1,3,-3
Nn1c(Nc2ccccc2)nc2ccccc2c1=O,23,4,8,3.2,5,-5,-2,-3.1,-1,0
O=C1CCN(c2ccc([N+](=O)[O-])cc2F)CC1,-2,-1,-1,-1.0,11,-5,0,0.3,-2,1
CCOc1ccc(-n2c(-c3ccc(OC)cc3)c[n+]3c2CCCCC3)cc1,-1,0,4,-3.4,-74,-4,-6,-1.3,1,0
CC1Cn2c(nc(=O)c3c2NCN(CCc2ccccc2)C3)S1 (stereo unspecified),1,-5,-1,-1.2,5,-3,1,0.0,-1,-3
O=C(NCc1ccc(-c2nc3ccccc3s2)cc1)c1ccco1,4,2,31,-3.0,54,0,-2,1.7,10,-1
O=C(NC(Cc1ccccc1)C(=O)O)C1CCN(S(=O)(=O)c2cccc(C(F)(F)F)c2)CC1 (stereo unspecified),13,0,8,-0.9,0,-1,-7,0.3,0,4
Cc1ccccc1OCC(=O)N(Cc1ccc(N(C)C)cc1)C1CCS(=O)(=O)C1 (stereo unspecified),-3,-5,0,-1.6,-4,x,-1,1.1,3,1
Cc1nn(S(=O)(=O)c2ccc(F)cc2)c(C)c1S(=O)(=O)N1CCOCC1,-1,-7,-17,-2.1,-5,-1,-1,-0.5,0,-2
COc1ccc(S(=O)(=O)N2CCOCC2)cc1NC(=O)Cc1ccc2c(c1)OCCO2,1,-5,-11,-1.2,12,-2,-13,0.5,0,5
O=C(O)CC(NC(=O)CCc1ccccc1)c1ccc(Cl)cc1 (stereo unspecified),-1,1,0,-1.1,3,x,5,-7.3,0,0
COc1ccc(C(=O)NNC(=O)c2snnc2C)cc1,-5,-6,5,-0.2,0,5,6,0.8,-1,6
COc1ccc(-c2c(C)n([O-])c3c([n+]2=O)CCC3)cc1OC,0,-1,1,-0.8,1,4,-2,1.9,-3,2
Cc1ccccc1OCC(O)Cn1c(=N)n(CCN2CCOCC2)c2ccccc21 (stereo unspecified),3&3,1&-10,-1&6,-3.2&-0.8,x,-3,-11&1,0.7&1.2,-1,-6&-2
CCOC(=O)N1CCN(C(=O)c2cc3cc(OC)c(OC)cc3[nH]2)CC1,3,1,0,-0.9,-2,7,-4,0.2,1,1
Cc1nc(=O)c(-c2ccccc2)c(C)n1-c1ccc(O)cc1,-6,-4,4,-1.5,6,x,0,2.5,x,1
Cc1cc(C)c(C(=O)COC(=O)CCNS(=O)(=O)c2c(Cl)cccc2Cl)cc1C,6,-1,4,-1.9,7,-1,-4,0.1,x,4
COc1cccc(CNC(=O)c2ccncc2)c1,-4,-7,19,-1.4,-3,-3,-1,-1.1,1,-1
CCc1nnc(NC(=O)C2CCCN2C(=O)Nc2ccc(Cl)cc2)s1 (stereo unspecified),-13,-7,4,-0.9,-9,x,-7,2.3,-2,-2
O=C1c2ccccc2-c2nnc(-c3ccc(F)cc3)cc21,3,7,-28,-1.8,-3,-3,1,4.1,4,2
O=C(NCc1ccc(F)cc1)C1CC(=O)N(C2CCCCC2)C1 (stereo unspecified),-3,3,0,-3.9,1,-3,-5,-1.7,2,5
COc1ccc2oc(C(=O)NC(C)(C)C)c(C)c2c1,16,2,1,-3.6,65,-4,-8,-1.6,6,0
N#C/C(=C/c1ccc(OCc2ccc(C(=O)O)cc2)cc1)C(=O)Nc1ccccc1,4,7,-6,0.3,21,3,-7,0.8,x,1
CC(C)(C)C1CCC(=NNc2nc3ccccc3[nH]2)CC1 (stereo unspecified),4,-2,19,-1.1,-5,1,-5,0.3,0,3
COc1ccc(-n2nnnc2-c2cn(C)nc2C(F)(F)F)cc1,-1,-2,4,-0.3,x,22,-10,-3.3,-1,0
O=S(=O)(c1ccc(F)cc1)N1CCN(CC(O)COc2ccccc2F)CC1 (stereo unspecified),10,-6,1,0.0,22,1,-3,1.4,-1,2
Cc1ccccc1C(=O)NNC(=S)NC(=O)c1cccnc1,-12,1,-3,-2.1,-4,-4,-3,0.5,-1,-2
Cc1cc(NC(=O)Nc2cccc(C)c2C)no1,0,4,-1,-2.1,-14,-1,-10,0.4,1,4
O=C(CCC(=O)n1ncc2ccccc21)NCc1ccccc1Cl,-2,6,4,0.3,-15,x,1,-0.7,5,-7
Cc1cccc(NCc2nc(-c3ccccc3)no2)c1,-1,-4,-8,-0.1,x,x,-4,0.4,6,0
CCOc1ccc(C(=O)Nc2cccc(C(=O)O)c2C)cc1Cl,-7,0,-6,-0.7,-71,-12,4,-2.6,3,1
COc1ccc(N(CC(=O)NCc2ccccc2OC)S(=O)(=O)c2ccc(C)cc2)cc1Cl,7,0,-3,-2.2,3,1,-4,0.8,-3,2
CC(C)/C(=N\NC(=O)Nc1ccccc1)c1ccccc1,3,-1,-16,-0.3,-8,x,-9,0.4,x,2
CC(=O)c1cccc(NC(=O)CCC(=O)c2ccc(F)cc2)c1,6,4,8,-1.4,-8,-7,-6,1.1,4,1
C#CCNC(=O)C1=C[C@@H](c2ccc(C#C)cc2)[C@H](CCCO)[C@@H](OCC)O1,6,-5,-2,-0.1,-6,-2,1,-1.7,-1,4
COC(=O)c1c(NC(=O)c2cccc(N3C(=O)CCC3=O)c2)sc2c1CCN(C(C)=O)C2,3,-2,-2,-3.5,-9,-7,-23,0.1,1,-1
CCN(CCCNC(=O)CN1C(=O)COc2ccc(S(=O)(=O)N3CCC(C)CC3)cc21)Cc1ccccc1,-3,-4,32,-1.7,-3,-1,-9,1.2,1,-5
O=C(Nc1ccccc1Cl)c1ccc(S(=O)(=O)NCC2CCCO2)cc1 (stereo unspecified),0,1,-2,-1.7,5,-2,-1,-0.4,-1,-4
O=C(CSc1ccc2nnc(-c3ccccn3)n2n1)N1CCOCC1,6,-1,4,0.7,1,x,-4,-0.8,-2,-4

# Three compounds already listed, ordered by the value under CAL PDZ FP-1, falling.
SMILES,Tat export inh,RTF Ca sens act,Rtt109 Vps75,CAL PDZ FP-1,MITF TRPM1 HTS,CAL PDZ FP-2,dFosB activator,CDK5 p35 inh,Wnt act,V-ATPase pH
C#CCNC(=O)C1=C[C@@H](c2ccc(C#C)cc2)[C@H](CCCO)[C@@H](OCC)O1,6,-5,-2,-0.1,-6,-2,1,-1.7,-1,4
CCOc1ccc(C(=O)Nc2cccc(C(=O)O)c2C)cc1Cl,-7,0,-6,-0.7,-71,-12,4,-2.6,3,1
COC(=O)c1c(NC(=O)c2cccc(N3C(=O)CCC3=O)c2)sc2c1CCN(C(C)=O)C2,3,-2,-2,-3.5,-9,-7,-23,0.1,1,-1

# Continuation.
SMILES,Tat export inh,RTF Ca sens act,Rtt109 Vps75,CAL PDZ FP-1,MITF TRPM1 HTS,CAL PDZ FP-2,dFosB activator,CDK5 p35 inh,Wnt act,V-ATPase pH
c1coc(CN(Cc2ccco2)c2ncnc3c2oc2ccccc23)c1,18,-4,-2,-1.5,-2,-3,-11,-0.6,-7,0
Cc1ccc(NC(=O)c2ccc(NCCN)c([N+](=O)[O-])c2)cc1Cl,1,5,2,0.1,13,-3,39*,0.5,4,4
COc1ccccc1N1CCN(C2CCCN(C(=O)c3snnc3C)C2)CC1 (stereo unspecified),-3,-1,1,-1.3,2,4,-2,2.4,0,-1
COc1ccc(C(=O)N/C(=C/c2cccs2)C(=O)NC(C)(C)C)cc1OC,-5,3,-2,0.0,-2,x,-5,-1.1,-1,-4
Cc1nn(CC(=O)Nc2ccc3c(c2)OCCO3)c(C)c1[N+](=O)[O-],-9,-4,-8,0.6,2,-3,0,-0.4,-1,-1
C[C@H](CO)N1C[C@H](C)[C@@H](CN(C)C(=O)Nc2ccc(C(F)(F)F)cc2)Oc2c(NS(=O)(=O)c3cn(C)cn3)cccc2C1=O,-9,-6,7,-0.3,3,-1,-5,0.3,-5,2
Cc1cc(S(=O)(=O)N2CCOCC2)ccc1OCC(=O)NCCCn1ccnc1,-16,-3,-1,-1.0,1,1,3,-1.7,0,-1
COCCCn1c(=N)c(C(=O)NC2CCCCC2)cc2c(=O)n3ccccc3nc21,0,-1,i,-0.8,-8,0,-14,-0.1,x,-5
CCOc1ccc(S(=O)(=O)NC(C)C(=O)NC2CCCC2)cc1 (stereo unspecified),-1,2,10,-1.3,-1,-3,-5,-0.2,0,0
Cc1ccc(N(C(=O)c2ccc(S(=O)(=O)N3CCCC3)cc2)C2C=CS(=O)(=O)C2)cc1 (stereo unspecified),5,-4,1,-1.4,2,-4,-5,1.3,1,1
Cc1ccc(S(=O)(=O)N2CCC(=O)N(CCO)CC2)cc1,-7,6,2,0.4,-1,-1,4,-2.8,0,-2
O=C(OCCN=C1NS(=O)(=O)c2ccccc21)c1cccnc1,-3,0,20,-1.8,-7,3,-5,0.5,x,6
CC(C)C(C(=O)Nc1ccccc1F)N1C(=O)c2ccccc2C1=O (stereo unspecified),2,1,8,-0.6,x,x,-2,-2.4,-1,2
CC1CCCCN1S(=O)(=O)c1ccc(C(=O)N(CCCN(C)C)c2nc3ccc(Br)cc3s2)cc1 (stereo unspecified),24,1,24,-4.2,-94,-6,12,-1.4,0,-2
O=C(NCc1ccccn1)c1cccc(S(=O)(=O)Nc2ccccc2Cl)c1,-3,1,-2,-2.0,1,0,-4,1.9,-2,0
Cc1ccc(Cn2ncc3c(NN)ncnc32)cc1,-6,4,8,-1.4,2,2,-9,-1.4,-1,2
O=C(CCNc1ccccc1)c1cccc([N+](=O)[O-])c1,-7,9,-3,-1.4,-6,-2,-4,-2.2,x,2
CN(C(=O)CN1C(=O)CCSc2ccc(S(=O)(=O)N3CCCC3)cc21)c1ccccc1,-4,0,2,0.0,-1,-3,-6,0.5,0,1
CCOC(=O)c1ccccc1NC(=O)Cn1cnc2c(oc3ccccc32)c1=O,-12,0,8,0.1,2,0,2,-0.1,11,-6
COc1ccc(NC(=O)CN2CCC3(O)CCCCC3C2c2cc(OC)ccc2OC)cc1 (stereo unspecified),4,-1,9,x,-2,-1,6,-0.5,x,1
O=C(NC1c2ccccc2-c2ccccc21)N1CCOCC1,-6,3,-4,-1.7,-4,-1,4,0.5,1,0
CCCOc1ccc(-c2nnn(CC(=O)N3CCCCC3)n2)cc1,10,0,2,2.4,15,-5,-8,-5.7,0,-1
COc1ccccc1N1C(=O)c2cccnc2C1=O,-9,-1,5,0.4,x,-2,-5,0.2,1,4
O=C(CSCc1ccc(F)cc1)N1CCOCC1,-4,0,0,-6.5,21,-3,-7,-1.5,x,4
CC(=O)NC1C(=O)N=C(SCC(=O)NC2CCCCC2)NC1=O (stereo unspecified),-7,5,-8,-2.0,1,-2,-4,-2.0,-2,5
CN(C(=O)CN1C(=O)c2ccccc2S1(=O)=O)c1ccccc1C(=O)O,-8,3,0,-0.2,-4,x,-3,1.6,x,-5
Cc1nnc2c(N3CCN(C(=O)c4ccco4)CC3)nc3ccccc3n12,-3,2,-6,-3.3,1,4,3,1.6,-2,1
CCN(c1ccccc1)S(=O)(=O)c1ccc2c(c1)OCCO2,-6,-3,0,-1.2,-5,4,1,-0.5,-3,0

# From PubChem BioAssay
